# From PubChem BioAssay
# Vif imaging: HIV Vif self-association inhibitors, primary screen, imaging, HEK293T, single point. inhibition, % at 7.49 µM. HEK293T cells, Vif self-association by quenched fluorescence, 24 h. AID 602346, 2012. 340,000 compounds, 0.35% hits; in the data active = inhibition above about 50%, passing the limit was not always enough; also: some results filed as inactive read as strong as hits
# PDI inh: inhibitors of human PDI, primary screen, biochemical, turbidity, single point, plate reader. Protein disulfide-isomerase (Homo sapiens), P07237. PDI insulin aggregation turbidity, A650, 90 min. inhibition, % at 10 µM. 350,000 compounds, 0.052% hits. AID 588391, 2011;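 active = mean inhibition across replicates of 30% or more, whatever share of single replicates reach that level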;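 also: absorbance from insulin aggregation driven by PDI reduction with DTT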
# Cardio protect: cardioprotection against H2O2-induced cell death, primary screen, uHTS, H9c2 cells, ATPLite luminescence | H9c2 cardiomyocytes, H2O2 injury protection, 2 h | protection from H2O2 cell death, % at 20 µM | 360,000 compounds, 0.63% hits | AID 588492, 2011;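 active = compounds giving at least 50% protection of heart cells from peroxide-induced death in the single-dose screen, raw or plate-pattern-corrected value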;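 also: 0% = DMSO wells with peroxide and 100% = DMSO wells without peroxide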
# m5-HT2A agonist: mouse Htr2a agonists via beta-arrestin recruitment, primary screen, cell-based, luminescence; 5-hydroxytryptamine receptor 2A (Mus musculus), P35363; CHO-K1 mHTR2A beta-arrestin complementation; percent of 30 µM serotonin response; activation, % at 7.6 µM; 360,000 compounds, 0.66% hits; AID 624169, 2012;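 active = activation above a run cutoff, the mean activation of all tested compounds plus 3 SD, cut at about 14% in these data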;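 also: 0% = plate median of compound wells and 100% = 30 µM serotonin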
# aDG glyco act: activators of alpha-DG glycosylation, primary screen, uHTS, Pro5-aDG cells, AlphaScreen; 360,000 compounds, 0.22% hits; alpha-DG glycosylation AlphaScreen (IIH6); 0% Pro5, 100% B10-LARGE cell signal; activation, % at 10 µM; AID 624168, 2012;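 active = activation of at least 8% versus controls, or a plate z-score of at least 8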;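 also: Pro5 are CHO cells carrying HIG-tagged alpha-DG that lacks glycosylation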
# ABCB6 inh MLPCN: ABCB6 transporter inhibitors, primary screen, K562-ABCB6 cells, flow cytometry, MLPCN library; K562-ABCB6 porphyrin accumulation, 1 h; hits give low values; fluorescence ratio to DMSO, % at 10 µM; 360,000 compounds, 0.19% hits;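 active = fluorescence ratio to DMSO below 75%, the collection mean minus 3 SD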;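 also: signal is porphyrin accumulated inside mitochondria; 100% equals median channel fluorescence of DMSO control wells; lower ratio means ABCB6 inhibition with less porphyrin fluorescence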
# Target sequence (Q9NP58 whole entry, looked up): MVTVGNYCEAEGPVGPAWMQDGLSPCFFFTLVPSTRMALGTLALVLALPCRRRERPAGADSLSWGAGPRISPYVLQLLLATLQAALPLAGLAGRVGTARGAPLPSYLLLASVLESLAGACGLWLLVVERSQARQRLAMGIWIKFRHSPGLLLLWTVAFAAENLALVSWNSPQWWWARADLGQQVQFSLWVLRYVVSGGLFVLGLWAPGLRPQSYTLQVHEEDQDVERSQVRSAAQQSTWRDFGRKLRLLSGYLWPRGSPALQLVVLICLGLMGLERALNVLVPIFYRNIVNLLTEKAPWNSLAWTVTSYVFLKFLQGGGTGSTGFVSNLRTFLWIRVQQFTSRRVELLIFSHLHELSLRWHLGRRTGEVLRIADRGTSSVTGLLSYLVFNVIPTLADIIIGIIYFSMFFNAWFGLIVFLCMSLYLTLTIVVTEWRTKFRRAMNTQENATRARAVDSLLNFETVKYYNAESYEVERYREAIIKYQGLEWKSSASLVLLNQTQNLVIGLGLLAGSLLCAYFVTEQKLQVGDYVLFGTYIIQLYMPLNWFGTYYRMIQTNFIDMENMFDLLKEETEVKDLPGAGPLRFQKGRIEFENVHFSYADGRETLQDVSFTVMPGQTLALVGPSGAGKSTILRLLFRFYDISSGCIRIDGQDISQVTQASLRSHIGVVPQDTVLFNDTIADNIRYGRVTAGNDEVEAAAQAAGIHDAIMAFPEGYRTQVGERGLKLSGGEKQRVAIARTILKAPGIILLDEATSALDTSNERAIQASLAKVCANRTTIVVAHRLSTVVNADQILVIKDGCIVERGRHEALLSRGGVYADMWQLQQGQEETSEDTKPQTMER
# Glyco luc inh: increase of ERlucT glycosylation luciferase signal, primary screen, N-linked glycosylation inhibitor project, D54 ERlucT cells, luminescence, set 2. D54 ERlucT glycosylation luciferase reporter, 24 h; percent of 100 nM tunicamycin response. reporter increase, % at 12.5 µM. 360,000 compounds, 0.23% hits;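 active = mean luciferase reporter signal, scaled so untreated is 0 and the glycosylation-blocking control 100, at or above a set limit in every replicate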;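 also: luciferase carries N-glycosylation sites so blocking glycosylation raises the light; 0% = median of neutral control wells and 100% = median of 100 nM tunicamycin wells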
# Exocytosis inh: LAMP-1 surface exposure blockers, TALL-104 cells – cell-based, flow cytometry, MLPCN library, primary screen; TALL-104 LAMP-1 surface exposure; cells stimulated with thapsigargin and PMA; 360,000 compounds, 0.66% hits; inhibition, % at 10 µM;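 active = inhibition above about 55%, limit read from the data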
# hiPSC survival: enhancers of single-cell hiPSC survival, primary screen, ATPlite luminescence; 360,000 compounds, 0.044% hits; survival enhancement, % at 20 µM; 100% = ROCK inhibitor wells, 0% = DMSO; in the data active = survival enhancement above about 18%;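 also: cells exposed to compounds for 16 hours before the ATP read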
# CaV13 ICDI inh: Primary screen for inhibitors of IQ motif and Ca2+-dependent inactivation inhibitor domain binding in CACNA1D, Förster resonance energy transfer in living cells, … | HEK cells, CFP/YFP FRET ICDI-IQ, plate reader, 10 min; percent FRET-ratio fall versus neutral wells | AID 743397 | 340,000 compounds, 0.098% hits | inhibition, % at 12.3 µM;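 active = mean replicate inhibition of at least 30% and at least 1% of replicates passing that level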;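 also: 0% = median of the neutral control wells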
# Starred values were filed as active, the others as inactive; . = not tested or not shown; & = joins results of further samples.
SMILES,Vif imaging,PDI inh,Cardio protect,m5-HT2A agonist,aDG glyco act,ABCB6 inh MLPCN,Glyco luc inh,Exocytosis inh,hiPSC survival,CaV13 ICDI inh
CC1(C)Cc2ccccc2C2CC(O)C(=O)N21 (centres undefined),5.9,6.1,8.2,1.5,0.1,119.0,-1.1,-2.6,-0.3,.
CCc1ccc(OCC(=O)OC(C)C(=O)NC2CC2)cc1 (centres undefined),-35.8,6.3,-4.0,1.6,-0.2,97.0,0.4,-0.9,-0.6,.
O=C(NCCCn1ccnc1)c1noc2c1CCc1ccccc1-2,2.8,-2.4,-3.6,-2.2,0.3,102.0,-0.5,8.9,8.5,-3.4
Cc1cccc(C)c1NC(=O)CNC(=O)c1ccc(S(=O)(=O)NCc2ccco2)cc1,1.1,8.4,1.1,10.0,-0.4,90.0,2.5,18.6,-0.4,-7.7
CCc1ccc(N2CC(C(=O)OCC(=O)Nc3ccc(C(C)=O)cc3)CC2=O)cc1 (centres undefined),-4.9,3.7,-2.7,-4.5,1.9,95.0,1.5,8.1,0.8,-6.5
CCc1nnc(NC(=O)C(NC(=O)c2ccccc2Cl)C(C)C)s1 (centres undefined),-5.4,-2.9,0.2,2.9,0.0,100.0,3.2,-4.2,0.7,-3.0
N=C1/C(=C/c2coc3ccccc3c2=O)C(=O)N=C2SC(c3ccco3)=NN12,1.1,9.1,-0.5,-7.8,0.0,109.0,6.1,4.7,0.2,.
CN1C(C)(C)CC(=NO)CC1(C)C,5.8,-15.3,5.4,5.6,-0.2,118.0,-1.0,-8.3,2.3,-6.6
CCCCN(CC)CCCNC(=O)c1cc2cc3ccc(OC)cc3nc2o1,.,-5.3,2.4,0.3,0.5,88.0,8.5,2.0,-0.4,-4.7
CC(=O)Nc1ccc(S(=O)(=O)Nc2cc(-c3ccccc3)nn2C)cc1,1.7,3.1,4.5,1.4,-0.1,95.0,1.4,-5.4,-0.7,-2.1
c1ccc(Cc2cc(-c3ccccc3)on2)cc1,1.0,2.3,-9.6,-4.1,0.0,98.0,-0.2,4.5,-2.6,-3.8
CC1=C(C(=O)OC(C)C)C(c2cncc(-c3ccc(F)cc3)c2)C(C#N)=C(N)O1 (centres undefined),-0.3,6.8,0.0,-1.3,-0.3,105.0,1.5,-2.1,10.1,-5.7
N=c1c2c(-c3ccccc3)c(-c3ccccc3)n(Cc3ccco3)c2ncn1Cc1ccco1,-21.4,-5.1,-37.7,-7.7,2.8,98.0,9.9,91.0*,1.4,.
COc1cccc(C(=O)NCCS(=O)(=O)NCC2CCCO2)c1 (centres undefined),-1.0,-4.8,2.2,3.5,0.1,92.0,0.1,-2.6,-0.5,-6.2
CCN(c1ccc(OC)cc1)S(=O)(=O)c1nnc(NC(=O)c2ccc(C)cc2)s1,-13.7,-4.9,-7.4,2.9,-0.6,104.0,-0.2,1.4,0.1,.
O=Cc1c(-c2ccc(Cl)cc2)oc2ccc(O)cc12,27.1,-3.6,-10.6,4.9,-0.1,92.0,-3.4,-10.5,0.3,-5.0
CC(C)CN(C(=O)CN1CCN(c2ccc(F)cc2)CC1)c1c(N)n(CC(C)C)c(=O)[nH]c1=O,.,11.2,-11.3,-2.1,-0.3,97.0,3.6,-3.6,1.7,-1.5
CCC(c1nnnn1-c1ccc2c(c1)OCCO2)N1CCN(C(=O)c2ccco2)CC1 (centres undefined),.,.,.,-0.4,0.0,97.0,.,-2.3,-0.6,-4.9
Clc1cc2nc3ccccn3c2cc1Cl,-8.4,-4.1,1.3,3.9,0.3,101.0,2.1,-0.2,6.2,-0.9
COc1ccccc1-c1ccc2c(c1)C(C)(Cc1ccc(OC(F)(F)F)cc1)C(=O)N2 (centres undefined),-10.6,-3.2,-6.5,-9.3,0.4,104.0,-6.7,9.5,-1.7,-2.1
C[C@H](NC(=O)c1nc[nH]c1C(=O)N1CCc2ccccc2C1)C(=O)OCc1ccccc1,-0.2,3.0,26.4,-9.2,0.1,98.0,2.8,15.3,-2.6,-4.9
C/C(=C\c1ccccc1)C(=O)n1nnc2ccccc21,4.3,0.0,17.9,4.8,-0.1,102.0,1.8,-0.8,-0.7,-8.5
CC(=O)c1ccc(NC(=O)CCc2nc3sc4c(c3c(=O)[nH]2)CCCC4)cc1,-5.6,-1.2,22.6,-0.9,-0.2,98.0,8.3,11.2,-0.4,-6.3
Cn1ncc(Cl)c1C(=O)Nc1ccncc1,-0.6,-1.3,-1.0,-1.7,-0.1,94.0,1.4,0.1,1.9,-4.2

# Full records, looked up by structure.
# Cn1ncc(Cl)c1C(=O)Nc1ccncc1 across the screens: Vif imaging: -0.6; PDI inh: -1.3; Cardio protect: -1.0; m5-HT2A agonist: -1.7; aDG glyco act: -0.1; ABCB6 inh MLPCN: 94.0; Glyco luc inh: 1.4; Exocytosis inh: 0.1; hiPSC survival: 1.9; CaV13 ICDI inh: -4.2
# C[C@H](NC(=O)c1nc[nH]c1C(=O)N1CCc2ccccc2C1)C(=O)OCc1ccccc1 across the screens: Vif imaging: -0.2; PDI inh: 3.0; Cardio protect: 26.4; m5-HT2A agonist: -9.2; aDG glyco act: 0.1; ABCB6 inh MLPCN: 98.0; Glyco luc inh: 2.8; Exocytosis inh: 15.3; hiPSC survival: -2.6; CaV13 ICDI inh: -4.9

# Next part:
SMILES,Vif imaging,PDI inh,Cardio protect,m5-HT2A agonist,aDG glyco act,ABCB6 inh MLPCN,Glyco luc inh,Exocytosis inh,hiPSC survival,CaV13 ICDI inh
CC1CCN(c2nc(/C=C/c3ccccc3)nc3ccccc23)CC1,-1.5,-3.1,-19.5,1.4,-0.5,96.0,0.4,2.8,-1.2,-2.6
CC1CCN(S(=O)(=O)c2ccc3c(c2)c(=O)c(C(=O)NC2CCCC2)cn3C)CC1,9.6,-8.1,4.9,4.2,-0.4,100.0,6.2,3.5,-2.0,-7.2
CN(C)/C=C1\SC(=S)N(c2ccc(Br)cc2)C1=O,-2.6,-3.2,-4.7,-1.3,-0.1,125.0,-1.6,-2.1,3.5,-4.4
COC(=O)C1=C(C)NC(C)=C(C(=O)OC)C1C(=O)OCCN1C(=O)c2ccccc2C1=O,-1.2&17.6,-1.9&-0.4,4.8&18.7,-7.6&-0.1,0.0&0.1,100.0&85.0,1.0&1.5,-1.0&1.1,1.3&0.7,-6.6
Clc1ccc2nc(-c3ccco3)c(Cc3ccccc3)n2c1,1.0,.,2.2,4.6,0.1,98.0,-1.4,45.6,2.4,-2.9
c1csc(-c2nnc(COc3ccc4c(c3)OCO4)o2)c1,0.4,-4.3,0.9,0.4,-0.2,100.0,0.0,-0.6,-0.5,1.2
O=C(CSc1nnc(-c2cccs2)o1)Nc1cccc(S(=O)(=O)N2CCCCC2)c1,-3.3,6.4,29.1,0.3,-0.3,101.0,-0.3,3.0,4.3,-11.0
Cc1ccc(N2CC(C(=O)O)CC2=O)cc1 (centres undefined),32.3,1.7,5.2,-2.2,-0.3,108.0,0.2,-0.7,-0.4,-3.5
O=C(CS(=O)(=O)c1ccc(Cl)cc1)Nc1nnc(-c2cccs2)o1,-2.3,12.8,10.4,3.8,0.0,99.0,3.5,-2.5,-0.4,-12.7
COc1cc(SC)ccc1C(=O)Nc1cccc(C)n1,-0.1,4.5,-15.0,-2.9,0.0,94.0,-7.2,-1.9,-0.8,3.6
Cc1ccc(O)c(C(=O)c2cnn(-c3ccccc3)c2)c1,-8.0,-1.0,-11.3,5.9,-0.1,97.0,-1.3,2.4,-2.1,.
Nc1ccc(NC(=O)c2ccc(C(=O)Nc3ccc(N)cc3)cc2)cc1,1.7,0.7,6.5,5.1,0.0,95.0,2.8,-5.0,-0.6,-10.3
COCCN(C(=O)CSc1ncccn1)c1c(N)n(Cc2ccccc2)c(=O)[nH]c1=O,.,2.0,4.1,-5.0,0.1,94.0,2.4,-5.3,0.2,-1.5
CSc1nc(NCCN(C)C)c2sc3nc(-c4ccco4)c4c(c3c2n1)CCC4,-3.4,-4.2,2.9,0.1,-0.3,101.0,-4.2,44.0,-0.6,-17.5
CCOc1ccc(NC(=O)CN(C)C(=O)C2CC(=O)N(CCc3ccc(OC)c(OC)c3)C2)cc1OCC (centres undefined),-10.2,13.1,12.8,4.6,0.0,97.0,-0.8,1.3,0.9,-2.3
CC(=O)Nc1ccc(OC(=O)c2cccs2)cc1,-5.1,1.4,-1.9,0.0,0.2,98.0,-0.6,2.5,1.4,-4.6
O=C(Nc1ccc(S(=O)(=O)N2CCCC2)cc1)c1ccc(F)cc1,17.0,-1.5,4.8,3.6,-0.1,105.0,1.5,2.4,5.0,-6.3
COc1ccccc1CNC(=O)C[C@H]1CC[C@@H]2[C@H](COC[C@H](O)CN2Cc2ccc3c(c2)OCO3)O1,.,.,.,24.9*,-0.2,.,.,-5.0,.,-4.4
O=C(Nc1ccc2nsnc2c1)N1CCCCC1,3.0,-0.4,-0.3,-3.2,0.4,88.0,-1.9,-4.6,-2.3,-3.1
Cc1cc(NC(=O)CSc2ccc3ccccc3c2)no1,-2.3,-2.8,-6.5,12.8,0.0,104.0,-0.7,0.2,5.7,-0.3
COc1ccccc1C(=O)Nc1ccc2[nH]ncc2c1,-11.7,-6.3,-1.4,5.8,0.0,97.0,2.4,-7.3,2.1,5.7
O=C(O)c1ccc2c(c1)ncn2C1CCCC1,34.9,7.0,-7.5,-2.5,0.2,108.0,2.7,4.1,1.8,-2.5
N#Cc1ccsc1NC(=O)CN1CCN(c2ccccc2)CC1,10.7,-2.9,10.9,-2.5,-0.3,130.0,0.1,-0.8,-1.7,-15.8
COc1cc(C(=S)N2CCOCC2)cc(OC)c1O,5.2,-1.2,1.5,3.3,0.0,102.0,1.1,-0.8,-0.5,16.0
Cc1cc(O)c(C2(O)C(=O)Nc3ccccc32)cc1C (centres undefined),-8.2,1.8,-2.2,-4.5,0.1,95.0,-0.1,-5.8,0.0,-20.1
CCCCn1c(N)c(N(CCOC)C(=O)C2CCN(S(=O)(=O)c3ccc(F)cc3)CC2)c(=O)[nH]c1=O,4.3,-3.4,2.0,5.7,0.1,95.0,-1.1,1.1,-0.4,-2.2
CCOC(=O)c1c(-c2ccc(OC)cc2)cn2ccccc12,-4.7,-3.0,5.0,2.6,-0.1,95.0,-0.6,-4.9,-0.1,-1.1
Cc1cc(C)nc(NC(=O)CSc2nc3cc(Cl)ccc3s2)n1,7.5,-4.1,5.3,0.7,-0.1,96.0,1.1,-1.7,1.4,-2.2
Cc1nc(N(C)C)c2sc(=S)n(C)c2n1,19.4,.,10.3,-2.5,-0.2,103.0,0.8,-2.3,-0.5,0.3
COc1cc2c(cc1OC)C(c1ccccc1[N+](=O)[O-])N(C(C)=O)CC2 (centres undefined),0.0,1.8,8.2,-10.4,0.3,99.0,1.0,11.5,1.1,-19.2
COC(=O)c1cccc(NC(=O)CN2CCC(NC(=O)c3cc(OC)c(OC)c(OC)c3)CC2)c1,-8.0,8.4,35.4,7.3,0.2,103.0,1.0,1.0,-0.5,.
CSc1nc(N2CCOCC2)nc2ccc(C)cc12,13.9,9.4,-1.6,-1.4,0.5,95.0,1.3,2.3,3.9,-6.7
